Assay outcomes deposited in PubChem BioAssay by Sanford-Burnham Center for Chemical Genomics.
APJ ag: activates the human apelin receptor APJ; P35414; CHO-K1 APJ PathHunter beta-arrestin, luminescence; 0% DMSO wells, 100% apelin; activation, % at 20 µM; 330,000 tested, 0.11% active; AID 2520;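 active means activation more than six SD over the plate average, tested at 20 µM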;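 further: 0% = DMSO alone and 100% = apelin-13 at 10 nM; some results filed as inactive read as strong as hits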
Target sequence (P35414 whole entry, looked up): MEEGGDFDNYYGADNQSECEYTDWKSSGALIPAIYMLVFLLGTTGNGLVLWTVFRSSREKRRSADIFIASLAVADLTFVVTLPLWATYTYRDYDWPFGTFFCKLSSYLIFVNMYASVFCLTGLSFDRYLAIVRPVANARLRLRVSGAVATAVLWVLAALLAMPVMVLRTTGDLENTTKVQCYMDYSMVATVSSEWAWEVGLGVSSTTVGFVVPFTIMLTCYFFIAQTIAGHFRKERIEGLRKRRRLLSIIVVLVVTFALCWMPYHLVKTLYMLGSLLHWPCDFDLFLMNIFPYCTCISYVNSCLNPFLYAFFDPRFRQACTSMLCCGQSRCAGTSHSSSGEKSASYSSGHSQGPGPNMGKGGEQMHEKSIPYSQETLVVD
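Assay system: engineered CHO-K1 APJ arrestin reporter cells; Amount: 1000 CHO-K1 reporter cells seeded per well; Dosing: one dose, 20 µM compound, 1% DMSO; Times: compound stimulation 90 min at 25 °C, detection 60 min; Measured by: luminescent beta-gal fragment complementation, chemiluminescent substrate; Read-out: APJ–arrestin association signal; Controls: DMSO vs Apelin-13 10 nM.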
tim23-1 inh: growth inhibitors of tim23-1 mutant yeast. 330,000 tested, 1.3% active. inhibition, % at 20 µM. S. cerevisiae tim23-1 growth, BacTiter-Glo luminescence, 24 h. AID 463212;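 active means growth inhibition of the mutant yeast at or above 50%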;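 further: temperature-sensitive mutant grown at 25 °C; plate controls were DMSO-treated mutant yeast for no effect and medium wells lacking yeast for full effect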
APJ antag: antagonists of human APJ apelin receptor; P35414; CHO-K1 APJ beta-arrestin complementation, luminescence; inhibition, % at 20 µM; 330,000 tested, 0.32% active; AID 2521;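 active means inhibition above about 40% at 20 µM, limit read from the data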;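 further: cells challenged with 10 nM apelin-13 agonist together with compound; plate controls were apelin-13 plus DMSO wells for no effect and DMSO wells lacking apelin-13 for full effect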
UPR XBP1 act: adaptive UPR (XBP1) activation. activation, % at 20 µM. 330,000 tested, 0.33% active. CHO-XBP1 luciferase reporter, IRE1-XBP1 UPR activation, luminescence; percent of tunicamycin response, DMSO as zero. AID 463104;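 active means versus positive control, 20 µM dose yields 30% or more activation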;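 further: 100% = tunicamycin at 10 µg/mL and 0% = DMSO only wells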
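Material: CHO cell line with stable XBP1 luciferase reporter; schedule: 16-18 h cell attachment at 37 °C, then 6 h compound exposure; signal: glow luminescence from Steady-Glo reagent; medium: serum-containing F12 medium, 10% FBS; benchmarks: tunicamycin 10 µg/mL and vehicle-only wells; read-out: percent activation relative to tunicamycin reference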
EBI2 block: antagonists of human EBI2 receptor; P32249; EBI2 beta-arrestin recruitment, luminescence, 7a,25-OHC stimulated; inhibition, % at 5 µM; 360,000 tested, 0.81% active; AID 651636; in the data active means inhibition above about 38%;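 further: enzyme fragment complementation signal reports receptor beta-arrestin coupling in cells; 0% = agonist plus DMSO wells and 100% = wells without agonist; some results beyond the cut were filed as inactive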
Target sequence (P32249 whole entry, looked up, the tested form may be a part): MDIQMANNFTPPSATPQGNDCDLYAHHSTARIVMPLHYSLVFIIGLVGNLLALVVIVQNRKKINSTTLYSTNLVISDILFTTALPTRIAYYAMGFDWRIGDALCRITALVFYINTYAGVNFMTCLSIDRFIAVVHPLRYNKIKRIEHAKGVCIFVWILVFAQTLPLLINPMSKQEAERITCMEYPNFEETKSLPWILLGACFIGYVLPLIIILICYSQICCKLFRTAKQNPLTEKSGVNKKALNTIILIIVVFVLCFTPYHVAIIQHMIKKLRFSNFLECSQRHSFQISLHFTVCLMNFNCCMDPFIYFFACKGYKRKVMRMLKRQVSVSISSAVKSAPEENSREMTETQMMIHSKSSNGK
CXCR6 block: inhibitors of human CXCR6 receptor; O00574; CHO-K1 PathHunter CXCR6 beta-arrestin, luminescence; inhibition, % at 20 µM; 360,000 tested, 0.36% active; AID 602244; in the data active means inhibition above about 34%, passing the limit was not always enough;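 further: antagonist mode with CXCL16 agonist at 10 nM final; 0% = 10 nM CXCL16 with DMSO and 100% = unstimulated wells without agonist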
Target sequence (O00574 whole entry, looked up): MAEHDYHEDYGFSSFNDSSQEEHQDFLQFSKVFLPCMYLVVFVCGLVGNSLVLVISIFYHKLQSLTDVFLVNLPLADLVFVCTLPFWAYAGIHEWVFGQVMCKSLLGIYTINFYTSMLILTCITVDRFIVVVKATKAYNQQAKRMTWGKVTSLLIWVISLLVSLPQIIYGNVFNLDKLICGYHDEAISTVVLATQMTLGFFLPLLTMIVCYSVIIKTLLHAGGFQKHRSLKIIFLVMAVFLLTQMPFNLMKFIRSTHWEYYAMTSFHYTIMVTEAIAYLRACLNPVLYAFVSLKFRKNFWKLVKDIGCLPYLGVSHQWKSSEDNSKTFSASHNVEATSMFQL
UPR CHOP act: apoptotic UPR (CHOP) activation | CHO-CHOP luciferase reporter, luminescence; percent of tunicamycin response over DMSO baseline | activation, % at 10 µM | 330,000 tested, 0.34% active;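 active means at 10 µM dose, activation of 40% or more, normalized to positive control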;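 further: 100% = tunicamycin at 10 µg/mL and 0% = DMSO alone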
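Assay system: CHO cells with stable CHOP pathway luciferase reporter; Buffer or medium: F12 plus 10% serum; Times: 16-18 h cell attachment, then 6 h compound exposure, 37 °C; Signal: luciferase luminescence; Read-out basis: percent activation relative to tunicamycin control; Control set: tunicamycin high control, DMSO low control.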
CCR6 antag: blocks CCL20-driven beta-arrestin recruitment at human CCR6; P51684; CHO-K1 CCR6 PathHunter beta-arrestin, luminescence, CCL20-stimulated; 340,000 tested, 0.49% active; inhibition, % at 20 µM;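 active means compounds whose inhibition of the agonist-driven luminescence signal at 20 µM reaches about 50%, limit read from the data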;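 further: cells stimulated with CCL20 at 14 nM final; plate controls were DMSO with CCL20 for no effect and DMSO without agonist for full effect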
Mdm2-MdmX inh: human Mdm2/MdmX binding inhibition | 330,000 tested, 3% active | AID 485346 | O15151+Q00987 | SaOS-2 split-luciferase Mdm2/MdmX complementation, luminescence | inhibition, % at 8 µM;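 active means inhibition of at least 50% at 8 µM in the primary screen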
Active calls of the source: *; / = not tested or not shown. A portion of the library; the hit share may differ from the screen's.

1) CCOC(=O)C1=C(C)NC(=O)CC1c1cc2c(cc1[N+](=O)[O-])OCO2 (stereo unspecified)
2) Cc1nn(C(C)(C)C)c(NC(=O)c2ccccc2)c1C#N
3) CCCCCOc1ccc(C2C(C(C)=O)=C(C)Nc3ncnn32)cc1OC (stereo unspecified)
4) O=C1[C@@H](Oc2ccccc2)[C@@H](c2ccncc2)N1c1ccccc1
5) C=CCN1C(=O)C(Cc2ccc(Br)cc2)S/C1=N\N=C\c1ccco1 (stereo unspecified)
Assay by compound,1,2,3,4,5
APJ ag,3,-2,-2,/,-2
tim23-1 inh,-9,20,-10,31,8
APJ antag,-55,-12,-29,/,7
UPR XBP1 act,-1,4,0,-1,1
EBI2 block,4,-10,2,0,-2
CXCR6 block,-5,7,5,0,1
UPR CHOP act,3.0,-1.3,-2.7,1.3,0.2
CCR6 antag,-3,2,2,16,8
Mdm2-MdmX inh,-21,12,2,53*,6

6) Cc1ccccc1CC1(CO)CCCN(Cc2ccc(C#CC(C)(C)O)cc2)C1 (stereo unspecified)
7) COc1ccc(OC)c(CN2CCN(C(=O)CNC(=O)c3ccc(C(C)(C)C)cc3)CC2)c1
8) Cc1ccc(NC(=O)COC(=O)CNC(=O)C2CCCCC2)cc1S(=O)(=O)N(C)C
9) CC1CC(C)CN(C(=O)C2CCC(CNS(=O)(=O)c3ccccc3)CC2)C1 (stereo unspecified)
10) COc1ccc(C(=O)Nc2nc3ccccc3s2)cc1
Assay by compound,6,7,8,9,10
APJ ag,-4,-6,-2,-2,-1
tim23-1 inh,15,12,12,32,55*
APJ antag,2,-15,-10,6,4
UPR XBP1 act,-3,0,4,-8,-6
EBI2 block,-9,2,-3,5,23
CXCR6 block,-17,0,1,3,-17
UPR CHOP act,1.1,0.9,-1.4,2.9,-1.7
CCR6 antag,-4,15,8,7,9
Mdm2-MdmX inh,-17,6,21,-7,10

11) O=C(C[C@H]1C/C=C\CC[C@H](Cc2ccc(F)cc2)C(=O)OC[C@H]2CCCN2C1=O)N[C@@H](CO)Cc1ccccc1
12) CC(NC(=O)c1ccc(Cl)c(S(=O)(=O)N2CCCCCC2)c1)c1cccnc1 (stereo unspecified)
13) CC(=O)N1CCOc2ccc(S(=O)(=O)Nc3cccc(C)n3)cc21
14) COc1ccc(CCN2C(=O)CC(Cc3ccc(Br)cc3)C2=O)cc1OC (stereo unspecified)
15) Nc1c(Cl)cc(Cl)cc1C(=O)OCC(=O)N1CCOCC1
Assay by compound,11,12,13,14,15
APJ ag,-1,-3,0,0,-2
tim23-1 inh,23,2,8,23,-10
APJ antag,7,-1,1,-1,-13
UPR XBP1 act,-1,0,-5,-1,-2
EBI2 block,17,11,-6,4,-10
CXCR6 block,-9,1,-1,2,-20
UPR CHOP act,3.1,-0.2,0.2,-2.3,1.6
CCR6 antag,-1,9,-8,8,-13
Mdm2-MdmX inh,15,-4,6,5,2

16) Cc1cc(C)nc(N/N=C/c2ccncc2)n1
17) NC(=O)c1ccc(/C=N/O)[n+](Cc2ccccc2)c1
18) C=CCN(c1ccccc1)S(=O)(=O)c1cccc(C(=O)Nc2nnc(SCC)s2)c1
19) Cc1ccc(C)c(NC(=S)NCc2cccs2)c1
20) COc1cccc(N2CCN(C(=O)C3CCCN(S(=O)(=O)c4cnc[nH]4)C3)CC2)c1 (stereo unspecified)
Assay by compound,16,17,18,19,20
APJ ag,-2,0,-4,-2,-2
tim23-1 inh,2,0,13,15,2
APJ antag,10,7,19,-5,-5
UPR XBP1 act,-1,-2,-2,-1,-1
EBI2 block,-6,-13,3,0,-2
CXCR6 block,-10,2,4,-8,-4
UPR CHOP act,-0.1,-1.5,0.0,0.0,1.4
CCR6 antag,-5,-1,19,7,9
Mdm2-MdmX inh,-8,1,-6,10,-22

21) COc1ccc(CC(=O)N/N=C(\C)c2cccnc2)cc1OC
22) COc1ccc(N2CCN(CCCNC(=O)C3CCCN(S(=O)(=O)c4c(C)n[nH]c4C)C3)CC2)cc1 (stereo unspecified)
23) O=C(Cn1cnc2ccccc2c1=O)Nc1ccc(S(=O)(=O)N2CCOCC2)cc1
24) COc1ccc(C(O)Cn2ccsc2=NC(C)=O)cc1 (stereo unspecified)
25) CCN1CCN(C(=O)CCc2nc3ccccc3n2-c2ccccc2)CC1
Assay by compound,21,22,23,24,25
APJ ag,0,-3,-1,4,-1
tim23-1 inh,-16,5,2,2,-2
APJ antag,-2,2,20,-16,9
UPR XBP1 act,-4,-4,-4,-2,-2
EBI2 block,-1,-1,8,-9,-8
CXCR6 block,-3,23,2,-1,-13
UPR CHOP act,-0.4,0.4,-0.6,0.1,3.9
CCR6 antag,-6,4,10,6,-17
Mdm2-MdmX inh,-2,14,11,30,-2

26) O=C(CSc1nc2ccccc2s1)N/N=C/c1ccc(C(=O)O)cc1
27) CCN(c1ccccc1)S(=O)(=O)c1ccc(OC)c(NC(=O)Cn2cnc3c2c(=O)n(C)c(=O)n3C)c1
28) CC(=O)c1ccc(NC(=O)C(C)Sc2nnc3ccccn23)cc1 (stereo unspecified)
29) CC1CC(C)CN(CCCNC(=O)c2c(O)nc3ccccn3c2=O)C1 (stereo unspecified)
30) CCN(CC(=O)NC1CCS(=O)(=O)C1)C(=O)COc1ccccc1-c1ccccc1 (stereo unspecified)
Assay by compound,26,27,28,29,30
APJ ag,-2,-2,1,-6,-5
tim23-1 inh,2,7,-6,-9,8
APJ antag,1,6,12,11,18
UPR XBP1 act,1,-3,1,-2,-3
EBI2 block,10,-2,6,-8,-2
CXCR6 block,10,9,2,8,-8
UPR CHOP act,0.6,-1.0,-0.5,0.4,0.4
CCR6 antag,-3,13,-15,11,-13
Mdm2-MdmX inh,6,12,16,2,-7

31) Cc1ccc2c(c1)N(CC(=O)NCc1cccnc1)C(=O)CO2
32) CCCCC1CC1C(=O)Nc1ccc(OC)c(OC)c1 (stereo unspecified)
33) CCCCSc1nsc(NC(C)=O)n1
34) CCOC(=O)c1c(NC(=O)C2C3C=CC(C3)C2(C)C(=O)O)sc2c1CCCC2 (stereo unspecified)
35) CC(=O)N1CCC(N(CCN2CCOCC2)C(=S)Nc2ccccc2C)CC1
Assay by compound,31,32,33,34,35
APJ ag,-1,-5,-1,-1,-4
tim23-1 inh,7,12,17,17,3
APJ antag,-8,8,6,-8,7
UPR XBP1 act,-1,0,3,0,-4
EBI2 block,-2,0,-3,-24,0
CXCR6 block,-2,4,10,-20,1
UPR CHOP act,0.6,1.1,3.8,-0.2,1.2
CCR6 antag,-7,-4,5,-4,-7
Mdm2-MdmX inh,31,-10,-46,-8,-1

Gathered by group: the compounds so far with two or more sulfur atoms (four)
18) C=CCN(c1ccccc1)S(=O)(=O)c1cccc(C(=O)Nc2nnc(SCC)s2)c1
19) Cc1ccc(C)c(NC(=S)NCc2cccs2)c1
26) O=C(CSc1nc2ccccc2s1)N/N=C/c1ccc(C(=O)O)cc1
33) CCCCSc1nsc(NC(C)=O)n1
Assay by compound,18,19,26,33
APJ ag,-4,-2,-2,-1
tim23-1 inh,13,15,2,17
APJ antag,19,-5,1,6
UPR XBP1 act,-2,-1,1,3
EBI2 block,3,0,10,-3
CXCR6 block,4,-8,10,10
UPR CHOP act,0.0,0.0,0.6,3.8
CCR6 antag,19,7,-3,5
Mdm2-MdmX inh,-6,10,6,-46

Next entries follow.
36) Cc1ccc(C2SCC(=O)N2c2ccccc2)cc1 (stereo unspecified)
37) CCC(Sc1nc(C)cc(C)n1)C(=O)O (stereo unspecified)
38) CCOc1ccc(/C=C/C2=Cc3c(sc(NC(=O)CSc4n[nH]c(N)n4)c3C#N)C(C)(C)C2)cc1
39) O=C(CCc1nnc(-c2ccc(-c3ccccc3)cc2)o1)NCCc1ccccn1
40) O=C(NCCC1=CCCCC1)c1ccc(-n2cncn2)c([N+](=O)[O-])c1
Assay by compound,36,37,38,39,40
APJ ag,0,-3,-1,0,6
tim23-1 inh,5,9,13,9,6
APJ antag,0,1,-4,16,-9
UPR XBP1 act,1,-6,2,-2,2
EBI2 block,2,-3,4,6,-3
CXCR6 block,1,-4,4,-10,-2
UPR CHOP act,1.4,-1.7,23,-2.7,-1.4
CCR6 antag,-9,2,11,2,7
Mdm2-MdmX inh,-32,17,35,-17,25

41) Cc1ccc(OCC(=O)N(Cc2ccco2)C2CCS(=O)(=O)C2)cc1 (stereo unspecified)
42) Cc1cc(C(=O)CN2C(=O)CCC2=O)c(C)n1Cc1ccccc1
43) CCOC(=O)c1ccc(NC2c3ccccc3C(=O)N2c2ccc(C)cn2)cc1 (stereo unspecified)
44) COc1ccc(C(CNc2ccc(C(F)(F)F)cn2)N(C)C)cc1OC (stereo unspecified)
45) O=[n+]1c2c(n([O-])c3c1CCC3)CCCC2
Assay by compound,41,42,43,44,45
APJ ag,-2,9,-3,0,0
tim23-1 inh,5,16,25,10,6
APJ antag,15,7,11,0,7
UPR XBP1 act,-2,0,-2,-5,-2
EBI2 block,7,-4,2,-5,-1
CXCR6 block,-7,-5,8,7,4
UPR CHOP act,-1.7,-3.3,-1.9,-0.6,-1.7
CCR6 antag,5,-11,0,25,13
Mdm2-MdmX inh,11,-15,15,5,24

46) Cc1cc([N+](=O)[O-])ccc1N=Nc1c(N)[nH]n(-c2ccccc2)c1=O
47) O=C1c2ccc(Oc3ccc([N+](=O)[O-])cc3)cc2C(=O)N1CCO
48) CC(=O)c1ccc(OCCCC(=O)OCc2nnc(-c3ccc(Cl)cc3)o2)cc1
49) COc1cc(C(=O)N/N=C(\C)c2ccc3c(c2)OCO3)cc(OC)c1OC
50) COC(=O)c1ccc(/C=N\n2c(C)nnc2C)cc1
Assay by compound,46,47,48,49,50
APJ ag,-7,-1,-2,-2,-2
tim23-1 inh,8,17,10,8,4
APJ antag,25,6,5,-1,7
UPR XBP1 act,6,1,-1,4,-5
EBI2 block,1,-11,-21,-12,-5
CXCR6 block,22,-2,6,4,-6
UPR CHOP act,2.0,-0.2,0.2,-1.0,-1.0
CCR6 antag,30,8,6,-11,-12
Mdm2-MdmX inh,41,1,-31,50,-28

51) Cc1ccc(-c2nc3ncccn3c2Nc2ccccc2C)o1
52) O=C1c2ccncc2C(=O)N1CO
53) CCCCC(=O)Nc1ccc2c3c(cccc13)C(=O)N2CC
54) S=C(NCc1ccc2c(c1)OCO2)NCc1ccc2c(c1)OCO2
55) COc1ccc(/C=C/C(=O)OCC(=O)Nc2ccc(N3CCOCC3)cc2)cc1OC
Assay by compound,51,52,53,54,55
APJ ag,-3,-1,-2,-3,-1
tim23-1 inh,27,17,0,19,-9
APJ antag,3,4,22,13,-5
UPR XBP1 act,-1,-3,4,-1,0
EBI2 block,0,-1,-1,-2,0
CXCR6 block,1,1,-5,1,-4
UPR CHOP act,-1.1,-3.0,-3.2,0.6,1.7
CCR6 antag,3,3,0,8,6
Mdm2-MdmX inh,15,-12,55*,3,-17
